N-glyco inh – N-linked glycosylation inhibition; D54 ERlucT glycosylation luciferase reporter, 24 h; percent of 100 nM tunicamycin response; reporter increase, % at 12.5 µM; 360,000 tested, 0.23% active;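 active = mean luciferase reporter signal, scaled so untreated is 0 and the glycosylation-blocking control 100, at or above a set limit in every replicate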;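 also: luciferase carries N-glycosylation sites so blocking glycosylation raises the light; 0% = median of neutral control wells and 100% = median of 100 nM tunicamycin wells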
TLR9-MyD88 block – TLR9-MyD88 interaction inhibition; Q9NR96+Q99836; CHO BLA complementation TLR9-MyD88, CCF4 FRET ratio; inhibition, % at 4.98 µM; 340,000 tested, 0.21% active; AID 504734;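 active = inhibition above the mean over all tested compounds plus 3 SD, cut at about 21% in these data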;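 also: 0% = DMSO only wells and 100% = clavulanate BLA inhibitor control wells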
H9c2 protect – protects H9c2 cardiomyocytes from peroxide injury. H2O2 injury protection, ATPLite, 2 h. protection from H2O2 cell death, % at 20 µM. 360,000 tested, 0.63% active. AID 588492;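 active = compounds giving at least 50% protection of heart cells from peroxide-induced death in the single-dose screen, raw or plate-pattern-corrected value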;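 also: 0% = DMSO wells with peroxide and 100% = DMSO wells without peroxide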
NCOA2 inhibitor – human SRC2 (NCOA2) inhibition; HEK293 GAL4-SRC2 luciferase reporter, luminescence; 370,000 tested, 0.17% active; Q15596; inhibition, % at 9 µM; AID 651957;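 active = inhibition above the mean inhibition of all tested compounds plus 3 SD, set per campaign, cut at about 52% in these data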;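 also: 0% = DMSO treated cells and 100% = cells given Gossypol at 36 µM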
MC4R antagonist – antagonists of human melanocortin 4 receptor (MC4R); P32245; MC4R-expressing cells, MTII-stimulated cAMP, LANCE TR-FRET; inhibition, % at 6.5 µM; 360,000 tested, 0.48% active;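 active = inhibition above its plate's cutoff, the mean of tested wells on that plate plus 3 SD, cut at about 29% in these data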;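 also: 0% = Melanotan II alone and 100% = Melanotan II plus saturating MCL0020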
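Assay system: U2OS cells stably expressing human melanocortin 4 receptor (MC4R) / Dosing: 6.5 µM / Timing: compound 30 min, challenge 1 h, detection 1 h / Measured by: Eu-cAMP/anti-cAMP TR-FRET, emission 671 nm / Replicates: singlicate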
ABHD5-PLIN5 inh – blocks binding of human ABHD5 to perilipin-5; 360,000 tested, 0.78% active; AID 602281; Split G. princeps luciferase complementation, luminescence, 4 h; Q00G26+Q8WTS1; inhibition, % at 4 µM;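 active = inhibition above the mean inhibition across every tested compound plus 3 SD, cut at about 22% in these data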;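 also: 0% = DMSO only wells and the 100% control is not disclosed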
MC4R ag barr – agonists of human melanocortin 4 receptor (MC4R) beta-arrestin; 360,000 tested, 0.98% active; activation, % at 8.9 µM; U2OS MC4R beta-arrestin complementation, luminescence; percent of melanotan II response, DMSO zero;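 active = activation above a per-plate cutoff, the mean activation of sample wells on that plate plus 3 SD, cut at about 8% in these data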
ABCB6 inh 2 – human ABCB6 transporter inhibition; K562-ABCB6 porphyrin accumulation, flow cytometry, 1 h; active compounds read low; fluorescence ratio to DMSO, % at 10 µM; Q9NP58; 360,000 tested, 0.19% active;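 active = fluorescence ratio to DMSO below 75%, the collection mean minus 3 SD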;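 also: signal is porphyrin accumulated inside mitochondria; 100% equals median channel fluorescence of DMSO control wells; lower ratio means ABCB6 inhibition with less porphyrin fluorescence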
Target sequence (Q9NP58 whole entry, looked up): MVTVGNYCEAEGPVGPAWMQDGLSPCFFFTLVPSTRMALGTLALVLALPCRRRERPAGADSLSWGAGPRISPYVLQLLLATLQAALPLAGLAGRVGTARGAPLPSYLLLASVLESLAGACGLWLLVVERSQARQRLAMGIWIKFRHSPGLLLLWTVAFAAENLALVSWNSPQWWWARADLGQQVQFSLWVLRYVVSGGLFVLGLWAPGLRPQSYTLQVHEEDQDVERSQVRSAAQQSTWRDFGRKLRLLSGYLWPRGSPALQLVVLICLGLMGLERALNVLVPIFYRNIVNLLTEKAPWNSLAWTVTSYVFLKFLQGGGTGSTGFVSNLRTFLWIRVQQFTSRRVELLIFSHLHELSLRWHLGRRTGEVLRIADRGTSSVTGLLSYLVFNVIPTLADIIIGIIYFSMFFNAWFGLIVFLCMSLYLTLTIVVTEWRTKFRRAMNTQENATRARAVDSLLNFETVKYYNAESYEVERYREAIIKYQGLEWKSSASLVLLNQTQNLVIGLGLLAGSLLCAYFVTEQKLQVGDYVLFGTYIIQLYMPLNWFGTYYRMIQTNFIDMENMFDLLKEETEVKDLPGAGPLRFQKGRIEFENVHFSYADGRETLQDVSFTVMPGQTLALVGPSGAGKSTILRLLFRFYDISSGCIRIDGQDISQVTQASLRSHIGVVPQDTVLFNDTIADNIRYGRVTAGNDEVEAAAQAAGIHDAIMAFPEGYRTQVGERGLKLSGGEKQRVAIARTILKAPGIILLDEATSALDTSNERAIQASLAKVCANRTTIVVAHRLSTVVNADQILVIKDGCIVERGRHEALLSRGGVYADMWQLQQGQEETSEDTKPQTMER
HTR2A ag – activates the mouse 5-HT2A serotonin receptor | AID 624169 | CHO-K1 mHTR2A beta-arrestin complementation, luminescence; percent of 30 µM serotonin response | 360,000 tested, 0.66% active | activation, % at 7.6 µM;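 active = activation above a run cutoff, the mean activation of all tested compounds plus 3 SD, cut at about 14% in these data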;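 also: 0% = plate median of compound wells and 100% = 30 µM serotonin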
NOD2 RIPK2 PPI – inhibitors of human NOD2-RIPK2 interaction; 360,000 tested, 0.38% active; inhibition, % at 4.98 µM; O43353; AID 624267; CHO BLA complementation NOD2-RIPK2, CCF4 ratio; in the data active = inhibition above about 21%;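 also: 0% = vehicle only and 100% = reference blocker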
An asterisk follows results filed as active; · = no result given; & = joins results of further samples. An excerpt; the hit share may differ from the screen's.

SMILES	N-glyco inh	TLR9-MyD88 block	H9c2 protect	NCOA2 inhibitor	MC4R antagonist	ABHD5-PLIN5 inh	MC4R ag barr	ABCB6 inh 2	HTR2A ag	NOD2 RIPK2 PPI
COC(=O)c1ccc(CSc2nnc3ccccn23)o1	0	-3	1	-1	7	-4	-2.2	95	0	0
O=C1c2cccnc2C(=O)N1c1ccccc1-c1ccccc1	2	-14	6	-8	-5	7	-3.0	103	2	4
Cc1cc2n(n1)C(c1cn(-c3ccccc3)nc1C)Nc1c(C)cccc1-2 (centres undefined)	4	8	3	-8	-3	5	-1.4	94	1	5
O=S(=O)(NCc1cn2ccccc2n1)c1cccs1	1	-4	-3	-5	5	-4	-0.8	97	-2	-15
CCCCC(=O)Nc1ccc(NC(=O)c2ccc(C)c([N+](=O)[O-])c2)cc1OC	-2	-1	-2	1	-5	2	-1.1	95	-6	-8
COc1ccc2[nH]c(C)c(CCNC(=S)Nc3ccc(F)cc3)c2c1	0	-7	5	1	-3	-5	1.2	95	-4	-3
COc1ccc(C2=NN(C)C(=NCc3ccccc3)SC2)cc1	-1	2	-14	13	-7	-14	-1.5	97	-4	-79
CC(C(=O)NC(C)(C)C)n1c(C(c2ccccc2)c2ccccc2)nc2ccccc21 (centres undefined)	·	·	·	2	·	-8	·	·	-2	-11
Cc1ccnc(NC(=O)CCC(=O)N(CC(=O)NC2CCCCC2)CC2CCCO2)c1 (centres undefined)	3	2	14	-23	20	1	-0.2	100	0	8
O=C(Nc1ccc(S(=O)(=O)NC2CCCCC2)cc1)c1ccco1	-5	-7	-9	-2	6	3	-0.9	101	-3	-10
O=C(NCC1CCCO1)c1ccc(NC(=O)C2CCCCC2C(=O)O)cc1 (centres undefined)	1	-5	-1	-13	8	1	1.0	101	5	-3
CCOc1ccc(CCNC(=O)c2ccc(CS(=O)Cc3ccccc3Cl)o2)cc1 (centres undefined)	-1	-2	0	-74	3	-1	-1.4	91	2	-5
COC(=O)c1c(NC(=O)CCNCc2ccco2)sc2c1CCC2	-3	0	5	16	-8	6	-1.1	98	-6	9
CC(=O)Nc1ccc(S(=O)(=O)N/N=C/c2ccc(C)s2)cc1	3	-15	1	-23	18	3	-0.5	98	1	5
CCOc1ccc(N(CC(=O)NCC(C)C)S(C)(=O)=O)cc1	3	-15	-2	-8	13	4	-1.3	100	4	-5
CCc1sc(N(C(=O)Cc2ccccc2)c2ccccc2F)nc1-c1ccc(C)cc1	-5	-3	-8	-22	1	-8	1.1	100	2	-8
COC(=O)c1ccc(COc2ccc(/C=N/Nc3nc(C)cc(=O)[nH]3)cc2)cc1	1	-4	7	-36	5	-4	1.1	99	-5	-12
O=C1c2ccccc2C(=O)c2c1cccc2N1CCN(C/C=C/c2ccccc2)CC1	0	6	-5	16	4	-5	-1.2	99	-3	5
COc1ccc(CCNC(=O)CNC(=O)c2ccc3c(c2)OCO3)cc1OC	1	5	1	-3	14	5	-0.9	98	-11	-7
COC(=O)c1cc(=O)n(Cc2ccc3c(c2)OCO3)c(=Nc2ccc(F)c(Cl)c2)s1	19	-7	-14	-6	-3	8	0.2	98	14*	-2
Cc1ccc(NC(=O)c2ccco2)c(NC(=O)CN2C(=O)c3ccccc3C2=O)c1	4	-5	-8	0	3	-12	-1.5	96	-3	4
O=C(O)CSc1cccc2cccnc12	0&-5	-15&2	1&0	17&-2	4&5	-6&-1	1.2&-1.5	89&90	1&-3	-6&11
COCCn1c(=S)[nH]c2cc(C(=O)N3CCN(Cc4ccc5c(c4)OCO5)CC3)ccc2c1=O	-4	2	1	12	5	-6	0.4	95	0	-4
CCOC(=O)c1oc2ccccc2c1NC(=O)c1cc(OC)cc(OC)c1	2	5	11	1	0	-1	-1.6	99	-2	-8
CCN(CC)c1ccc(NS(=O)(=O)c2cn(C)c(=O)n(C)c2=O)c(C)c1	2	8	-14	-20	-4	0	0.5	100	2	-16
CCCN=C1N(CC)C[C@@H]2[C@@H]3C(=O)N(Cc4ccccc4)C(=O)[C@@H]3[C@](Cc3ccccc3)(C(=O)OC)N12	0	-6	2	7	6	-5	-0.8	100	1	12
CC/C(=N/NC(=O)c1ccccc1)c1ccc(OCCN2CCOCC2)cc1	1	-2	6	-29	2	-2	-1.5	98	8	-6
COC(=O)Cn1cnc2c(nnn2-c2ccc(OC)cc2)c1=O	0	-15	-4	13	24	1	2.1	97	9	3
Cn1cc(/C=C(\NC(=O)c2ccccc2Cl)C(=O)NCCCn2ccnc2)c2ccccc21	8	12	14	-21	-3	8	2.6	102	1	-1
CC1(C)CC(=O)C(C=NCCCn2ccnc2)=C(O)C1	0	-3	5	19	-4	0	-1.5	98	2	-8

Next part; it opens with the 2 that closed the last part.
SMILES	N-glyco inh	TLR9-MyD88 block	H9c2 protect	NCOA2 inhibitor	MC4R antagonist	ABHD5-PLIN5 inh	MC4R ag barr	ABCB6 inh 2	HTR2A ag	NOD2 RIPK2 PPI
Cn1cc(/C=C(\NC(=O)c2ccccc2Cl)C(=O)NCCCn2ccnc2)c2ccccc21	8	12	14	-21	-3	8	2.6	102	1	-1
CC1(C)CC(=O)C(C=NCCCn2ccnc2)=C(O)C1	0	-3	5	19	-4	0	-1.5	98	2	-8
O=C(NC1CCCCC1)C(c1cccs1)N(C(=O)c1ccccn1)c1ccccc1 (centres undefined)	-3	5	1	-28	1	-1	-0.6	97	-2	-4
N#CCCN1CCN(S(=O)(=O)c2ccc(S(=O)(=O)N3CCCCCC3)cc2)CC1	-5	-8	-8	4	9	-6	-2.0	103	1	-6
CC(OC(=O)c1ccc(=O)n(Cc2ccccc2)n1)C(=O)Nc1cccc(Cl)c1 (centres undefined)	1	-2	1	-7	5	-4	-1.1	68*	0	6
Cc1ccc(NC(=O)C2C3C=CC4(O3)C2C(=O)N(CCN2CCOCC2)C4C(=O)NC2CCCCC2)cc1C (centres undefined)	1	1	6	-28	13	-3	-0.7	89	-5	0
Cn1ncc(C#N)c1/N=C/N(Cc1ccccc1)Cc1ccccc1	1	1	-13	-7	4	-1	0.1	97	-7	1
CC(=O)Nn1cnc2c(c1=O)C1(CCCC1)Cc1ccccc1-2	1	-5	5	17	2	5	1.3	108	6	-7
CCOc1cc(NC(=S)NCC2CCCO2)c(OCC)cc1NC(=O)c1ccccc1F (centres undefined)	-2	4	5	20	14	0	-1.6	101	-1	-5
CCOP(=O)(OCC)c1nc(-c2cccc3ccccc23)oc1N1CCCCC1	-1	-23	9	0	7	3	-4.3	102	1	-2
COc1ccc(C2=Nc3ccccc3NC(=O)C2N(C(=O)c2ccnc3ccccc23)c2ccccc2)cc1 (centres undefined)	2	·	-1	11	·	0	·	94	-2	5
O=C(Nc1ccc(S(=O)(=O)Nc2nccs2)cc1)c1ccc(F)cc1	1	7	0	8	17	-1	-0.1	100	-11	-9
O=C(COc1ccc(S(=O)(=O)NC2CCCC2)cc1)NCC1CCCO1 (centres undefined)	-2	4	0	15	-7	4	-2.8	98	1	-1
NC(=O)c1nsc(C(=O)N(c2ccc(Cl)cc2)C(C(=O)NCC2CCCO2)c2cccs2)c1N (centres undefined)	-3	-3	21	-21	13	0	-2.7	96	7	-1
COc1ccc(NC(=O)C/C(C)=N/NC(=O)c2cnccn2)cc1	1	-5	-2	-51	10	2	0.4	98	-1	-11
CN1CCN(C(=O)C2=C[C@H](c3coc4ccccc4c3=O)C[C@H](OCCCCO)O2)CC1	-1	11	8	-28	4	4	-0.6	85	1	-12
CN(CC(=O)Nc1ccc(N2CCOCC2)cc1)C(=O)c1cccc(Cl)c1Cl	3	-1	-1	-11	16	-7	-2.0	103	1	-6

An excerpt from above, showing only N-glyco inh, MC4R antagonist and ABHD5-PLIN5 inh.
SMILES	N-glyco inh	MC4R antagonist	ABHD5-PLIN5 inh
O=C(O)CSc1cccc2cccnc12	0&-5	4&5	-6&-1
CCOP(=O)(OCC)c1nc(-c2cccc3ccccc23)oc1N1CCCCC1	-1	7	3

Further results
SMILES	N-glyco inh	TLR9-MyD88 block	H9c2 protect	NCOA2 inhibitor	MC4R antagonist	ABHD5-PLIN5 inh	MC4R ag barr	ABCB6 inh 2	HTR2A ag	NOD2 RIPK2 PPI
CCOC(=O)C1=C(C(F)(F)F)Nc2ncnn2C1c1cc(OC)c(OC)cc1OC (centres undefined)	1	5	0	-11	-3	-3	-2.3	103	-3	-2
O=C(CN1CCN(Cc2ccc(F)cc2)C1=O)NC1CCCC1	2	-7	0	-1	2	-10	-1.1	88	-4	-7
O=C(NCc1ccccc1)C12CC3CC(CC(Br)(C3)C1)C2	0	-7	-1	-3	15	4	-1.2	93	-4	-15
CCC(=O)N1CCCC(C(=O)NCc2ccc(C(C)C)cc2)CC1 (centres undefined)	-1	·	-1	17	-5	-4	-0.6	100	4	-5
COc1ccc(N(C(=O)c2cnccn2)C(C(=O)NC2CCCCC2)c2ccccc2)cc1 (centres undefined)	0	5	2	12	13	10	-0.5	91	-2	0
O=C(Nc1cccc(NC(=O)c2ccco2)c1)c1ccc([N+](=O)[O-])cc1	-2	-5	-3	-27	19	-2	-2.7	97	4	-1
Cc1ccc(C(=O)CSc2nc(N)cc(=O)[nH]2)cc1C	3	3	-1	-1	-1	-4	-0.9	98	7	-8
COc1ccccc1N(CC(=O)NCCN1CCOCC1)S(=O)(=O)c1ccccc1	0	11	4	20	1	3	-3.0	92	-6	-2
OC(c1ccccc1)c1nc(-c2ccc3c(c2)OCO3)cs1 (centres undefined)	-1	·	0	-60	1	0	1.3	103	-1	-8
COc1cc(/C=C/C(=O)OCC(=O)N2CCc3ccccc32)cc(OC)c1OC	1	-3	4	21	7	4	0.5	100	0	2
Cc1ccc(/C=C/c2nc3ccccc3s2)s1	-18	-7	-26	-18	8	-6	0.0	100	-1	-4
COC(=O)[C@H](CCSC)NC(=O)N1CCN(Cc2ccccc2)CC1	-1	-2	6	10	-5	-3	-0.5	96	0	-2
O=C(O)c1cccc([N+](=O)[O-])c1C(=O)Nc1nc2ccccc2s1	0	3	11	-31	5	-1	-3.3	98	-5	-4
CCn1c(SCc2ccc(C#N)cc2)nnc1-c1cccc(Cl)c1	-2	2	1	-28	6	10	-0.7	89	0	-5
O=C(O)c1ccc(-c2nn3c(=O)cc(N4CCNCC4)nc3s2)cc1	2	·	3	-10	2	-2	-0.7	97	9	2
Cc1nc(C)c(C(=O)N2CCCC(CCC(=O)NCc3ccc(F)c(F)c3)C2)s1 (centres undefined)	0	-6	6	19	8	-5	-4.0	95	6	-5
COc1ccc(C2=NN(C(=O)CCC(=O)O)C(c3ccc(Br)cc3)C2)cc1 (centres undefined)	5	-12	-1	-18	12	3	0.4	101	8	-14
O=c1c2cc(NC(=S)N3CCC(N4CCCCC4)CC3)ccc2nc2n1CCCCC2	-1	-5	5	-36	-2	-4	-2.9	97	0	0
CC[C@]1(C(=O)OC)[C@H]2C(=O)N(Cc3ccccc3)C(=O)[C@H]2[C@H]2CN=C(SCc3ccc(C(=O)OC)cc3)N21	-1	-8	18	5	14	7	5.3	99	-4	-8

Screens as filed in PubChem.
